MITF TRPM1 HTS = activators of MITF-driven TRPM1 promoter reporter, primary screen, cell-based, SK-MEL-5, luciferase, single point; SK-MEL-5 TRPM1-promoter luciferase, 24 h; % of positive control, neutral wells = 0; activation, % at 12.5 µM; 300,000 tested, 0.75% active;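 active = mean activation of at least 80% with every replicate also reaching 80%; inconclusive = mean reaches 80% but some replicate falls short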;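 note: 0% = neutral control wells and 100% = parthenolide positive control wells; values of inactives mirror those of a sister screen read the other way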
AddAB inh = growth inhibition of E. coli expressing H. pylori AddAB, primary screen, AddAB inhibitor project, absorbance | inhibition, % at 11.9 µM | 330,000 tested, 0.29% active; in the data active = inhibition above about 12%;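 note: 0% = vehicle wells of infected cells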
phage Ecoli inh = growth loss of phage-infected E. coli, primary screen, RecBCD inhibitor project, absorbance, with phage, HTS; 360,000 tested, 0.26% active; inhibition, % at 11.9 µM; in the data active = inhibition above about 11%
CAL PDZ FP-1 = untagged CAL PDZ binding inhibitors, primary screen, biochemical, fluorescence polarization, HTS | Golgi-associated PDZ and coiled-coil motif-containing protein (Homo sapiens), Q9HD26 | purified CAL PDZ, TMR-peptide fluorescence polarization, 1 h | inhibition, % at 24.9 µM | 300,000 tested, 0.92% active | AID 602252, 2012;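 active = mean inhibition of at least 30% with at least half of replicates also reaching 30%; inconclusive = no clear call, values can overlap the other calls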;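 note: 0% = DMSO neutral control and 100% = excess unlabeled competitor peptide PRC23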
Wnt act = Wnt/beta-catenin pathway activators, primary screen, cell-based, plate reader, single point | Wnt/beta-catenin reporter cell assay, activator | activation, % at 9.35 µM | 300,000 tested, 1.2% active | AID 743398, 2014; in the data active = activation above about 30%, passing the limit was not always enough; inconclusive = no clear call, values can overlap the other calls;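 note: 0% = neutral control wells and 100% = positive control wells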
E coli growth = E. coli V3065 growth inhibition, primary screen, counter-screen for AddAB inhibitor project, absorbance, OD600. 18 h. inhibition, % at 11.9 µM. 330,000 tested, 0.27% active. AID 449728, 2010;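 active = inhibition above the campaign's mean inhibition across all tested compounds plus 3 SD, cut at about 9.9% in these data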;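 note: uninfected addAB+ strain grown without phage in ampicillin broth; 0% = DMSO wells and 100% = ciprofloxacin 0.95 µg/ml wells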
CAL PDZ FP-2 = CAL PDZ peptide-binding inhibitors, primary screen, biochemical, fluorescence polarization, Cer-tagged CAL PDZ, HTS; inhibition, % at 20 µM; purified CAL PDZ, TMR-peptide fluorescence polarization, 1 h; Golgi-associated PDZ and coiled-coil motif-containing protein (Homo sapiens), Q9HD26; 330,000 tested, 0.02% active; AID 504414, 2011;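 active = highest replicate inhibition of at least 40%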;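 note: plate controls were DMSO neutral control wells for no effect and unlabeled competitor peptide control wells for full effect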
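Read-out basis: mP drop reported as inhibition | Assay system: Tagged CAL PDZ protein CerCALP, purified | Benchmarks: Unlabelled peptide for full inhibition, DMSO wells as neutral | Schedule: 1 h incubation at room temperature before polarization reading | Buffer or medium: Sodium phosphate/NaCl buffer pH 7.4 with TCEP, IgG, Thesit | Doses: Single point, 20 µM | Measured by: Fluorescence polarization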
SR-BI DiI-HDL act = activators of SR-BI mediated DiI-HDL uptake, primary screen, ldlA[mSR-BI] CHO cells, DiI fluorescence | 3 h; 100 = double the neutral-control signal | 320,000 tested, 0.096% active | activation, % at 12.5 µM | AID 504775, 2011;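 active = mean replicate activation of at least 60% and every replicate at or above 60%; inconclusive = mean or all-replicate condition met, but not both; inactive = mean below 60% and not all replicates reaching 60%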;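 note: 0% = median plate neutral-control signal and 100% = twice that signal; values of inactives mirror those of a sister screen read the other way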
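Test system: SR-BI-overexpressing, LDLR-lacking CHO cells; Medium: Ham's F12 with 0.5% BSA, HEPES 25 mM, pH 7.4; Schedule: 3 h, 37 °C; Technique: bottom-read fluorescence, 550/595 nm.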
SR-BI HDL uptake = inhibitors of SR-BI mediated HDL lipid uptake, primary screen, ldlA[mSR-BI] cells, fluorescence, single point | ldlA[mSR-BI] CHO cells, DiI-HDL uptake fluorescence, 3 h | inhibition, % at 12.5 µM | 320,000 tested, 0.96% active | AID 488896, 2010;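 active = mean replicate inhibition of at least 70% and a set share of replicates each scoring 70 or more; inconclusive = meets just one of the two criteria; inactive = fails both criteria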;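 note: 0% = median of neutral control wells and 100% = median of positive control wells; values of inactives mirror those of a sister screen read the other way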
Target sequence (Q61009 whole entry, looked up): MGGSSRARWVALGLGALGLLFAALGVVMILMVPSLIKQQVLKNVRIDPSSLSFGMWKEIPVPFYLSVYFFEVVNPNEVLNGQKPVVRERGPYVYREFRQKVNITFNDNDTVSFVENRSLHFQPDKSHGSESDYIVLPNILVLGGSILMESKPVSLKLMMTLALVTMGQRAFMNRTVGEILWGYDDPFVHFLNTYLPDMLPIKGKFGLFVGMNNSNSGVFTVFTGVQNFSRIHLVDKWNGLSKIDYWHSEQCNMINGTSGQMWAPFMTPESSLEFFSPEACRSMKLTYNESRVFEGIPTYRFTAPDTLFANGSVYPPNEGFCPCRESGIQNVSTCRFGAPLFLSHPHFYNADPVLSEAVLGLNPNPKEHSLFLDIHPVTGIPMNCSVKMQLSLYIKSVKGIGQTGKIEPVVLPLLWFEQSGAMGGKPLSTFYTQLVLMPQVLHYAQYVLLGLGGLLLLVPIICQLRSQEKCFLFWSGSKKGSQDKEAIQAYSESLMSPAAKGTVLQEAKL
Tat transport = E. coli Tat export inhibitors, primary screen, MC4100, TorA-mCherry reporter, fluorescence, single point. inhibition, % at 10 µM. 340,000 tested, 0.036% active. AID 488895, 2010;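 active = mean replicate inhibition at least 50% and at least half of replicates individually reaching 50%; inconclusive = only one of the two criteria met; inactive = neither criterion met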;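 note: exported cargo escapes ClpAP degradation while cytoplasmic cargo is degraded and loses fluorescence; 0% = median of neutral control wells and 100% = median of NaSCN control wells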
An asterisk follows results filed as active; ? = inconclusive; · = not tested or not shown.

SMILES | MITF TRPM1 HTS | AddAB inh | phage Ecoli inh | CAL PDZ FP-1 | Wnt act | E coli growth | CAL PDZ FP-2 | SR-BI DiI-HDL act | SR-BI HDL uptake | Tat transport
COc1cc(C(=O)OCc2cccc(S(=O)(=O)N3CCOCC3)c2)ccc1OCC(C)C | 2.9 | 2.4 | -0.5 | -6.9 | -1.2 | 1.4 | -0.5 | -9.9 | 10.0 | 10.2
CC1CCCCC1NC(=O)c1cn(C)c2ccc(S(=O)(=O)N3CCCC3)cc2c1=O (centres undefined) | 5.4 | 1.3 | -0.5 | -4.4 | -1.4 | -0.8 | -6.9 | -1.1 | 1.1 | 3.8
CCOc1ccc(-c2nnc(SCC(=O)N(CC)CC)n2N)cc1 | · | 1.2 | -2.3 | -0.4 | -1.1 | 4.1 | -0.5 | 21.4 | -21.4 | 11.7
COc1ccc(CN(C(=O)CCC(=O)N2CCCCC2)c2nccs2)cc1OC | 0.4 | 2.8 | 3.1 | 3.0 | 12.0 | 0.3 | -0.1 | -23.7 | 23.7 | -3.2
O=[N+]([O-])c1ccc(/C=N/Nc2nc(N3CCCCCC3)nc(N3CCCCCC3)n2)o1 | · | 0.9 | -0.5 | -4.0 | 3.3 | 1.3 | -0.9 | -41.4 | 41.4 | 5.3
O=C1CN(C(=O)COC(=O)CCC(=O)c2ccc(Cl)cc2)c2ccccc2N1 | -6.6 | -0.7 | 3.5 | -6.8 | -6.0 | 1.1 | 0.6 | -9.7 | 9.7 | 1.1
CCOCCCNC(=O)C1(O)c2ccccc2NC(=O)N1c1ccc(C)c(C)c1 (centres undefined) | · | -1.9 | 2.5 | -0.9 | -1.6 | 0.5 | 0.2 | 0.3 | -0.3 | 2.2
CSc1ncccc1C(=O)Nc1cc(Cl)ccc1N1CCOCC1 | -5.1 | -0.5 | 2.6 | -0.4 | -1.8 | -1.5 | 0.0 | -39.4 | 39.4 | -4.0
COc1ccccc1CNC(=O)CSc1ncc(C(=O)Nc2ccccc2)c(=O)n1C | -10.7 | 1.7 | 3.4 | -3.1 | -0.9 | 0.0 | -1.7 | -8.4 | 8.4 | -1.4
CCC1Sc2ccccc2N(CC(=O)NC2CC2)C1=O (centres undefined) | 7.0 | 0.1 | 1.9 | -0.9 | 2.4 | -4.0 | -1.5 | 28.2 | -28.2 | -1.3
COc1ccc(S(=O)(=O)NC2CCCC2)cc1NC(C)=O | 0.4 | 1.2 | -0.9 | -9.0 | -2.4 | -1.4 | -0.2 | 24.3 | -24.3 | -2.3
O=[N+]([O-])c1cc(Cl)ccc1N1CCOCC1 | -0.6 | 4.1 | 2.4 | · | -0.7 | 2.5 | 0.8 | -8.2 | 8.2 | -3.2
Cc1[nH]n(-c2ccccc2)c(=O)c1N=Nc1ccc(Cl)cc1 | · | 4.7 | 0.8 | -5.9 | 1.4 | -2.2 | -0.1 | -2.4 | 2.4 | -6.7
CC(=O)c1cn(-c2ccc([N+](=O)[O-])cc2)c(=O)n(C)c1=O | · | 0.4 | 3.8 | · | 0.5 | -0.8 | -1.1 | 8.3 | -8.3 | 3.9
CN(Cc1ccccc1)C(=O)c1cccc(N2C(=O)NC3CC2(C)Oc2ccccc23)c1 (centres undefined) | · | -1.8 | 2.5 | -0.6 | -7.4 | 0.6 | -1.4 | -11.5 | 11.5 | -6.4
O=C(CCS(=O)(=O)c1ccc(Br)cc1)N1CCN(c2ccccc2Cl)CC1 | 7.0 | 3.8 | 2.7 | -6.1 | · | 0.7 | -2.2 | -11.6 | 11.6 | -3.6
COc1ccc(OC)c(NC(=O)c2cc3ccccc3o2)c1 | · | -0.6 | 1.0 | -2.6 | 3.4 | -3.7 | -2.7 | -49.0 | 49.0 | -0.5
NS(=O)(=O)c1ccc(CCNC(=O)C(=O)c2cn(CC(=O)N3CCCC3)c3ccccc23)cc1 | -18.2 | -1.0 | -0.9 | -0.8 | -2.5 | 3.5 | -2.5 | 13.6 | -13.6 | -5.6
O=C(Nc1ccccc1)OCCCc1ccccc1 | 56.5 | -2.6 | 3.5 | 0.1 | ? | 1.1 | -2.0 | 1.4 | -1.4 | -1.6
Cc1occc1-c1nnc(SCC(N)=O)n1Cc1ccccc1 | -8.5 | 1.2 | 4.1 | -3.8 | · | 1.5 | · | 2.3 | -2.3 | -3.2
O=C1OC(C(=O)Nc2ccccc2)Cc2ccccc21 (centres undefined) | 21.1 | -0.1 | -1.2 | 1.9 | 26.0 | 1.0 | 0.8 | -9.0 | 9.0 | -5.2
COc1ccccc1C(=O)Nc1ccc(C(=O)Nc2ccccc2C(=O)O)cc1 | -18.5 | 2.7 | 0.4 | -1.9 | 1.7 | 0.8 | -7.7 | · | -32.1 | 7.0
COc1ccc(-c2nc(CS(=O)CC(=O)NCCCN3CC(C)CC(C)C3)c(C)o2)cc1OC (centres undefined) | · | 0.2 | 1.2 | -1.7 | · | -0.4 | -0.3 | -4.2 | 4.2 | 1.3
O=C(Nc1cccc(F)c1)NC1CCN(Cc2ccccc2)CC1 | -6.8 | -2.1 | 6.8 | -2.9 | -3.8 | -0.6 | -2.9 | 6.2 | -6.2 | -6.6
Cc1cc(C)cc(N(C(=O)c2csnn2)C(C(=O)NC(C)(C)C)c2cccnc2)c1 (centres undefined) | 9.4 | 6.6 | 3.3 | -4.4 | -2.0 | -1.4 | -1.7 | 16.3 | -16.3 | -3.3
C/C(=N\NC(=O)Cc1cc(=O)[nH][nH]1)c1cccc([N+](=O)[O-])c1 | 5.3 | -0.3 | 4.4 | -6.7 | 7.3 | -2.5 | -1.5 | 1.0 | -1.0 | -9.4
NS(=O)(=O)c1ccc(CNC(=O)CNC(=O)Cc2ccccc2)cc1 | -0.8 | 3.2 | -0.7 | -3.0 | -1.6 | -0.3 | -2.0 | 15.4 | -15.4 | -11.9
COc1ccccc1/C=C/CN1CCN(Cc2ccc(F)cc2)C(CCO)C1 (centres undefined) | 5.2 | 5.6 | 3.5 | -2.4 | -3.0 | -2.3 | -3.0 | 5.7 | 6.3 | -19.6
COC(=O)c1[nH]c2ccc(Cl)cc2c1NC(=O)CCN1CCN(C2CCCCC2)CC1 | · | -0.7 | 0.9 | -5.9 | -2.7 | -1.4 | -3.2 | ? | -104.4 | -1.4
CCN(CC)CCNC(=O)C(=O)Nc1ccc2c(c1)N(S(=O)(=O)c1cccs1)CCC2 | 19.3 | 1.5 | -1.2 | 0.7 | 0.0 | 0.5 | -2.2 | -4.8 | 4.8 | 1.1
COc1ccc(NC(=O)c2ncn[nH]2)cc1 | 8.5 | 3.0 | 1.5 | -7.1 | 12.4 | -0.4 | 0.6 | -0.5 | 0.5 | -4.2
CCC(=O)Nc1cc(C(=O)O)ccc1Sc1ccc(Cl)cc1 | 5.3 | 8.2 | 0.8 | · | -1.1 | 0.4 | -0.4 | 7.7 | -7.7 | -3.9
Cc1ccccc1NC(=O)CSc1nc2c(c(=O)n(C)c(=O)n2C)n1C | 5.1 | 4.0 | 2.2 | -4.5 | -1.9 | 0.6 | -2.2 | · | · | 2.1
COC(=O)c1ccc(NC(=O)c2cccc(C)c2[N+](=O)[O-])cc1 | 1.8 | 2.1 | 5.2 | -4.3 | 2.1 | 0.5 | -4.1 | -28.4 | 28.4 | 9.4
Cc1ccc(C(C)C)c(Oc2cnccn2)c1 | 2.4 | -0.7 | 1.0 | -0.4 | 0.1 | 0.0 | -1.9 | -4.6 | 4.6 | 2.9
COc1cccc(CNC(=O)C2CCC(CNS(=O)(=O)c3cccc4cccnc34)CC2)c1 (centres undefined) | 4.5 | -0.6 | 0.6 | 2.2 | -2.4 | -1.9 | -2.5 | 7.0 | -7.0 | -5.9
O=C1N/C(=N\N=C\c2cccs2)SC1Cc1ccc(Cl)cc1 (centres undefined) | 11.4 | 0.6 | 0.9 | -1.7 | 5.2 | -5.4 | -0.4 | -7.7 | 7.7 | 3.4
CC(C)(C)OC(=O)n1cc(/C=N/NC(=O)c2ccco2)c2ccccc21 | 29.7 | 3.0 | 2.2 | -6.2 | 5.6 | 1.4 | -1.8 | -63.5 | 63.5 | -5.5
COc1cccc(C(=O)OCCN2C(=O)c3ccccc3C2=O)c1OC | 6.5 | -0.7 | 4.4 | -2.3 | · | 1.5 | -0.6 | -5.2 | 5.2 | -3.2
CCCC(=O)Nc1ccc2c(c1)Cc1ccccc1-2 | 63.0 | 0.8 | 5.3 | -1.0 | 4.5 | -1.3 | -2.0 | -13.6 | 13.6 | 5.2
CCOC(=O)N1CCN(S(=O)(=O)c2ccc(C(=O)N(CCCN(C)C)c3nc4ccc(CC)cc4s3)cc2)CC1 | 8.3 | 0.9 | 2.0 | -4.5 | -3.3 | -0.2 | -1.3 | 23.3 | -23.3 | -4.8
Cn1c(Cn2cnc([N+](=O)[O-])n2)nnc1SCC(=O)Nc1ccccc1 | 15.1 | 3.7 | 5.6 | -5.1 | -2.4 | 1.8 | -0.8 | 22.7 | -22.7 | -4.4
COc1ccc(OC)c(CNC(=O)C2CCN(S(C)(=O)=O)CC2)c1 | 14.2 | 0.6 | 4.1 | · | -0.8 | 2.4 | -0.1 | 39.5 | -39.5 | 3.1
Cc1ccc(S(=O)(=O)N(C)C)cc1NC(=O)c1cc(-c2ccco2)nc2ccccc12 | 9.1 | 1.3 | · | 4.8 | · | 0.8 | -0.6 | -50.7 | 50.7 | -0.7
COc1ccccc1CN(Cc1nc2ccccc2c(=O)[nH]1)C(=O)Nc1cccc(C)c1 | -4.4 | 0.7 | 3.9 | -0.6 | 5.6 | 0.1 | -2.3 | -1.9 | 1.9 | 6.5
Cc1nn(-c2ccccc2)c(N)c1N=Nc1ccccc1 | 42.8 | 0.8 | 3.4 | -4.9 | 0.2 | 0.9 | 0.0 | -23.1 | 23.1 | 3.2
Cc1ccc(C)c(SCC(=O)NC(=O)NCc2ccccc2)c1 | -2.1 | 0.7 | 3.6 | -4.5 | · | -0.3 | -2.8 | 9.1 | -9.1 | -3.5
Cc1ccc2c(COC(=O)c3ccc(C)c(C)c3)cc(=O)oc2c1 | 48.4 | 0.7 | -0.8 | 5.4 | -1.8 | 0.6 | -1.7 | · | · | -1.6
O=C(NCCC1=CCCCC1)C1CCN(C(=O)c2ccc(Br)cc2)CC1 | -4.8 | 3.5 | 4.5 | -2.0 | -1.7 | -0.4 | -1.1 | -5.1 | 5.1 | 3.3

From PubChem
